M4 antag = CHRM4 antagonism in calcium assay | P08173 | CHO-hM4 cells, ACh EC80, Fluo-8 calcium fluorescence | inhibition, % at 3 µM | 0.73% of 360,000 active | AID 624125;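 active = inhibition above its plate's cutoff, the mean inhibition of sample wells plus 3 SD, cut at about 27% in these data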;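 also: 0% = acetylcholine EC80 with DMSO and 100% = DMSO without agonist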
CHRM4 agonist = agonists of human muscarinic M4 receptor (CHRM4); 0.14% of 360,000 active; CHO-K1 hM4/Gqi5, Fluo-8 calcium fluorescence; vehicle 0%, full acetylcholine response 100%; activation, % at 3 µM; P08173;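 active = activation above the run mean over all test wells plus 3 SD, cut at about 32% in these data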;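 also: peak over basal fluorescence ratio per well then scaled between controls; 0% = DMSO wells and 100% = acetylcholine at EC100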
CHRM5 agonist = agonists of human muscarinic M5 receptor (CHRM5); 0.19% of 360,000 active; activation, % at 3 µM; AID 624037; P08912; CHO-K1 hM5 cells, Fluo-8 calcium fluorescence; 0% DMSO wells, 100% maximal acetylcholine response;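 active = activation above the run's mean over test compounds plus 3 SD, cut at about 23% in these data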;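 also: signal is peak over basal fluorescence ratio across the kinetic read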
Target sequence (P08912 whole entry, looked up): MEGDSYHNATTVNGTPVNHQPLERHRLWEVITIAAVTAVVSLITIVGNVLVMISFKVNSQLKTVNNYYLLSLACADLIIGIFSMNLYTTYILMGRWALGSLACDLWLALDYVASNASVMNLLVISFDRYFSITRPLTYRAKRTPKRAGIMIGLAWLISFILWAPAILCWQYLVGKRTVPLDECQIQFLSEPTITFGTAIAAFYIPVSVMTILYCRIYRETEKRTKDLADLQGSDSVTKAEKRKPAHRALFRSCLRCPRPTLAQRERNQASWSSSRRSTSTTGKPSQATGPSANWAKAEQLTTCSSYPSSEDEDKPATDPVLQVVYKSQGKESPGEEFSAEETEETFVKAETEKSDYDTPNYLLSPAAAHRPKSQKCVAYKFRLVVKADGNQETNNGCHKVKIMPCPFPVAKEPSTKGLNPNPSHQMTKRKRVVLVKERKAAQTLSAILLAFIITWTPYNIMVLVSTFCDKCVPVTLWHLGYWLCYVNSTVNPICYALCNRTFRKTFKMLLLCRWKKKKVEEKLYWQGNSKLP
CRFR2-BP antag = blocks CRF-induced signaling of the CRF-BP/CRF-R2 complex | HEK293 CRF-R2/CRF-BP, CRF-induced calcium fluorescence | inhibition, % at 11.8 µM | 0.59% of 350,000 active;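 active = inhibition of the ligand-induced calcium signal above about 50% at the single tested concentration, limit read from the data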
CHRM1 PAM = potentiates human M1 receptor response to acetylcholine; P11229; CHO-K1 hM1, Fluo-8 calcium fluorescence, ACh EC20; 0% = ACh EC20, 100% = maximal ACh; activation, % at 3 µM; 0.088% of 360,000 active; in the data active = activation above about 19%, passing the limit was not always enough
Target sequence (P11229 whole entry, looked up): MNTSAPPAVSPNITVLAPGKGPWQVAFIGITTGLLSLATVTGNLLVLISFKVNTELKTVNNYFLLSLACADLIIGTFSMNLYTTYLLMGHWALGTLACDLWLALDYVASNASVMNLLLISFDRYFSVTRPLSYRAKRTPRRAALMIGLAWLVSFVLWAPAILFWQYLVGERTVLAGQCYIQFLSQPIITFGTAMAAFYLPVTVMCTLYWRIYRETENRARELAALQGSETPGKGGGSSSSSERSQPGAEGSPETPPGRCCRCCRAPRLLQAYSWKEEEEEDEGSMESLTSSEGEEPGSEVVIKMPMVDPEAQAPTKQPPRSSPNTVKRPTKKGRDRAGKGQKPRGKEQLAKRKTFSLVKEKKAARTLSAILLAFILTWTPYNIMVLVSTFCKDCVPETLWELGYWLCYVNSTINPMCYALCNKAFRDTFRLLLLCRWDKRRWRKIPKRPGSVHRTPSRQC
CHRM5 PAM = CHRM5 positive allosteric modulation; activation, % at 3 µM; P08912; 0.3% of 360,000 active; AID 624038; CHO-K1 hM5, Fluo-8 calcium, ACh EC20 PAM; 0% = ACh EC20, 100% = ACh EC100;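 active = activation above the run cutoff, the mean activation of all test compounds plus 3 SD, cut at about 18% in these data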
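Replicates: One well per compound, no replicates | System: Human M5 receptor in CHO-K1 cells | Benchmarks: Low control EC20 acetylcholine (0%), high control EC100 acetylcholine (100%) | Probe or stimulus: Acetylcholine, EC20 level | Times: Fluo-8 loading 80 min at 37 °C plus 30 min room temperature | Signal: Intracellular calcium via Fluo-8 fluorescence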
M5 antag = blocks acetylcholine activation of human M5 receptor; inhibition, % at 3 µM; P08912; 0.59% of 360,000 active; CHO-hM5 cells, Fluo-8 calcium fluorescence, ACh EC80;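 active = inhibition above a per-plate cutoff, the mean of that plate's test compounds plus 3 SD, cut at about 27% in these data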;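 also: 0% = acetylcholine EC80 with DMSO and 100% = DMSO without agonist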
CRFR2-BP ag = CRF-BP/CRF-R2 complex agonism; 0.46% of 350,000 active; activation, % at 13.2 µM; HEK293 CRF-R2/CRF-BP, calcium dye fluorescence (FLIPR); percent of saturating CRF peptide response;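 active = activation of at least 50%, plus an integration ratio under a set limit after plate pattern correction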;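 also: plate controls were neutral control wells without compound for no effect and CRF at EC100 for full effect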
M4 PAM = positive allosteric modulators of human muscarinic M4 receptor. CHO-K1 hM4/Gqi5, Fluo-8 calcium fluorescence, ACh EC20; 0% = ACh EC20, 100% = maximal ACh. activation, % at 3 µM. 0.4% of 360,000 active. AID 624126;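 active = activation above its plate's cutoff, the mean activation of sample wells plus 3 SD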; also: some results filed as inactive read as strong as hits
Starred values were filed as active, the others as inactive; nt = no result given.

molecule	M4 antag	CHRM4 agonist	CHRM5 agonist	CRFR2-BP antag	CHRM1 PAM	CHRM5 PAM	M5 antag	CRFR2-BP ag	M4 PAM
CCN(c1ccccc1)S(=O)(=O)c1ccc(N2CCN(c3ccc(O)cc3)CC2)nc1	-10.0	14.0	0.5	4.9	-7.8	-0.3	2.2	-3.0	-8.4
Cn1ncc(C#N)c1NC(=O)C1CC(c2ccc(Cl)c(Cl)c2)=NO1 (stereo not given)	1.3	11.6	5.8	10.0	-2.6	-13.7	13.5	-1.2	-2.3
Cc1ccc(Cn2c(SCCN3CCOCC3)nc3c2c(=O)n(C)c(=O)n3C)cc1	6.6	0.6	0.6	16.0	-0.4	-4.3	12.7	-1.0	-4.2
O=C1NC[C@H](CCCCN2C[C@H](Cc3ccccc3)N(CCc3ccccc3)C(=O)C2=O)N(CCc2ccc(O)cc2)C1=O	-5.5	2.1	-1.2	nt	nt	-8.6	-4.3	nt	13.2
O=Cc1ccc(C(=O)OCC(=O)NCc2ccco2)cc1	1.8	-1.1	3.8	-15.1	5.3	0.9	2.1	1.7	3.9
CCOC(=O)C1=C(C)NC(=O)NC1c1ccc(Br)o1 (stereo not given)	-20.2	-0.5	-1.7	3.2	7.0	11.2	-2.7	-0.4	19.1
COc1ccc(NC(=O)CC2C(=O)N(c3cccc(OC)c3)C(=O)N2CCC(C)C)cc1 (stereo not given)	5.9	4.9	1.1	-3.7	-0.6	-2.3	2.8	-3.2	5.2
CCOc1ccc(NC(=O)C2CC=CCC2C(=O)O)cc1 (stereo not given)	9.2	0.5	0.6	2.8	11.0	-2.6	3.6	-2.4	10.1
O=C(COC(=O)c1cccc(Br)c1)Nc1cccc2c1C(=O)c1ccccc1C2=O	-5.1	1.0	2.0	11.2	8.4	2.8	-1.3	1.6	1.2
CC(C)(C)OC(=O)N1CCC(C(=O)Nc2ccc(C(=O)N3CCOCC3)cc2)CC1	-7.7	1.6	2.1	0.7	12.7	7.3	10.9	-1.2	5.5
CNC(=O)C1Cc2c(-c3ccc(Cl)cc3)ccnc2O1 (stereo not given)	-5.9	0.3	0.3	nt	7.8	-3.3	5.8	nt	2.6
COCCN(CCOC)S(=O)(=O)c1ccc(C(=O)NC2CCN(Cc3ccccc3)CC2)cc1	7.9	0.7	-1.8	-9.6	6.8	-3.5	-0.5	2.8	8.0
CCOC(=O)c1ccccc1N1C(=O)C2Sc3[nH]c(=O)sc3C(/C=C/c3ccccc3)C2C1=O (stereo not given)	9.5	0.8	-1.4	-6.9	4.5	-6.4	16.8	4.1	1.0
O=C(NCCc1ccccc1)C1COc2ccccc2O1 (stereo not given)	-5.5	1.3	-3.1	6.1	-1.6	-2.9	7.9	-1.7	-0.9
COc1ccc(S(=O)(=O)NCCOc2cccc3cccnc23)cc1OC	9.2	1.4	0.1	2.0	11.3	-2.0	-1.4	0.5	-4.9
Cc1cc(S(=O)(=O)NCCN2CCOCC2)c(C)s1	3.7	1.4	-2.8	12.3	10.0	6.5	-1.8	0.4	5.2
CC(C)(C)NS(=O)(=O)c1cnc(Cl)c(Cl)c1	-11.2	-0.5	-1.2	-10.3	-1.6	-2.2	5.2	2.0	8.0
COc1ccccc1NC(=O)C1CCCN1C(=O)NC1CCCCC1 (stereo not given)	-7.7	0.7	-3.4	2.4	7.0	0.2	9.5	-0.5	7.9
CC1(C)OC(=O)C(=CNC(CO)C(=O)O)C(=O)O1 (stereo not given)	-9.2	-0.1	-2.2	4.5	9.6	1.8	-7.4	5.9	-2.8
O=c1ccc2ccc(OCc3nnc(-c4ccccc4Br)o3)cc2o1	3.0	11.2	6.0	19.8	0.7	-1.8	-3.6	0.3	-10.3
O=C1c2ccccc2-c2c1cccc2C(=O)N1CCN(C(=O)c2ccco2)CC1	10.0	3.8	2.1	1.2	4.3	-0.3	-0.5	0.1	-8.8
C/C(=N\N1CCN(C2c3ccccc3-c3ccccc32)CC1)c1ccco1	5.0	0.7	0.8	-28.0	5.8	-2.8	6.1	-1.7	0.3
Nc1nc(CSCc2ccccc2)nc(N2CCOCC2)n1	-0.2	1.1	-1.4	26.2	-0.6	-5.2	10.0	-0.1	6.9
CCOC(=O)C1=C(c2ccccc2)NC(=S)NC1c1cccc([N+](=O)[O-])c1 (stereo not given)	4.5	-2.0	-6.1	14.2	10.8	1.6	1.2	-0.1	6.5
Cc1ccc(-c2nnn(CC(=O)N3CCN(c4ccccc4)CC3)n2)o1	-4.6	2.2	1.2	-9.2	29.6*	2.4	-6.0	0.1	7.7
CC(C)CCn1c(=O)c2ccccc2n2c(=S)[nH]nc12	-0.6	-0.1	0.6	-14.4	11.8	3.0	-13.0	0.0	8.9
Cc1ccc(CNC(=O)C2CCC(=O)N(CCc3ccc(Cl)cc3)C2)s1 (stereo not given)	2.8	1.9	-3.3	3.9	-6.8	-4.3	9.9	0.4	-2.8
Cc1ccc(-c2[nH]c3ccccc3c2SCCNC(=O)c2ccc(S(=O)(=O)N3CCOCC3)cc2)cc1	9.8	1.4	-0.9	-10.9	-0.6	-5.9	8.3	-0.2	-3.6
O=C(CCN1CCOCC1)N/N=C/c1cc([N+](=O)[O-])ccc1OC(F)F	4.2	0.4	0.5	-10.2	0.9	2.3	-4.4	1.7	0.1
NNC(=O)Cn1c(-c2ccccc2)cc(=O)n2ncnc12	-5.9	0.1	0.4	-12.8	9.9	10.0	-3.7	1.7	3.8
CCOCCCNC(=O)C(NC(=O)CC1NC(=O)NC1=O)c1ccc(Cl)cc1 (stereo not given)	-8.6	1.9	-7.7	4.5	4.7	1.1	-7.5	0.1	4.5
Cc1ccc(C(C(=O)NCc2ccco2)N(C(=O)Cc2cccs2)c2cccnc2)cc1 (stereo not given)	-0.3	14.0	1.4	-9.3	-6.9	-14.6	14.8	-0.5	-8.2
O=C(CCCCC(=O)Nc1ccc(F)cc1F)Nc1ccc(F)cc1F	-1.8	11.4	-2.3	-25.8	2.9	-13.0	11.8	-0.3	-3.6
Cc1ccc(C(=O)N2CCN(C/C=C/c3ccccc3)CC2)cc1S(=O)(=O)N1CCOCC1	14.9	6.8	-10.0	10.8	-26.9	-44.1	15.4	-0.8	-11.1
CCOc1ccc(-n2cnnn2)cc1S(=O)(=O)NCc1ccccc1	6.2	0.7	2.6	23.7	1.8	-1.2	4.0	-0.4	-4.4
CCCn1c(=C(C#N)C#N)s/c(=C2\C=Cc3ccccc3N2CC)c1=O	1.8	-0.3	-2.7	2.9	-5.1	1.5	0.3	-0.3	-0.4
Cc1cccc(OCc2nnc(NC(=O)Cc3cccs3)s2)c1	-1.1	-0.5	-0.9	-37.3	6.2	-3.2	2.1	1.4	-1.7
CCN(CCNC(=O)CS(=O)(=O)Cc1nc(-c2cccc(OC)c2)oc1C)c1ccccc1	5.6	0.8	-1.2	-13.6	0.7	-8.8	5.9	-2.3	-10.0
COCCNC(=O)C1CCCN(C(=O)Cc2ccc(F)cc2)CC1 (stereo not given)	0.6	0.2	-1.0	nt	2.5	-2.7	0.4	nt	-2.8
COc1ccc2cc(OCC(=O)NNC(=O)Nc3ccc(F)cc3)ccc2c1	-12.5	2.5	-4.8	8.0	11.4	6.3	-4.7	-0.1	7.5
CC(=O)NC1=NN(C(C)=O)C(C)(CCS(=O)(=O)c2ccc(Cl)c(Cl)c2)S1 (stereo not given)	6.7	1.0	-2.8	-1.5	0.9	-3.2	1.1	0.8	8.3
COc1cc(C(=O)NC2CCCCCCC2)cc(OC)c1OC	-5.6	0.9	-0.4	11.8	10.7	-2.0	1.7	-0.5	-5.0
CN1CC=C2C(C#N)=C(N)C(C#N)(C#N)[C@H](c3cccc(Cl)c3)C2C1 (stereo not given in full)	8.4	1.0	-2.7	4.7	1.9	0.2	2.3	18.1	0.0
CCN1CCN(CC(=O)Nc2cc(C)c(C)cc2[N+](=O)[O-])CC1	8.7	0.4	-8.0	5.6	12.0	-6.0	3.1	-4.0	-0.7
CCN(CC)S(=O)(=O)c1cc(NC(=O)[C@@H](NC(N)=O)C(C)C)ccc1C	-27.6	0.8	-6.9	-10.3	-0.9	5.4	-8.8	-1.7	6.2
Cc1ccc(OCC(=O)N2CCc3ccccc3C2)c(C)c1	12.9	-0.7	-3.1	11.5	10.7	2.5	3.9	0.5	-3.6
C=CCOc1ccc(S(C)(=O)=O)cc1	3.0	0.6	-3.8	10.9	-0.4	-1.6	10.4	-0.2	5.1
Cn1c(N)c(C(=O)COC(=O)/C=C/c2ccc(F)cc2)c(=O)n(C)c1=O	0.3	7.5	3.2	-12.1	0.7	-0.4	-1.2	0.2	-1.8
COc1ccc(C(=O)NCCc2nnc(SCC(=O)Nc3ccccc3)n2C)cc1	-1.1	0.1	-4.4	-3.6	8.2	-1.3	4.8	0.8	8.4
CC1=Nc2cc(C(=O)NCCCOC(C)C)ccc2Sc2ccccc21	2.4	1.6	0.7	-0.7	8.0	10.8	8.7	-2.8	11.6

Results in CRFR2-BP antag and CHRM5 agonist, for some of the entries so far:
| Structure | CRFR2-BP antag | CHRM5 agonist |
| --- | --- | --- |
| O=C(COC(=O)c1cccc(Br)c1)Nc1cccc2c1C(=O)c1ccccc1C2=O | 11.2 | 2.0 |
| COc1ccc2cc(OCC(=O)NNC(=O)Nc3ccc(F)cc3)ccc2c1 | 8.0 | -4.8 |
| CC1(C)OC(=O)C(=CNC(CO)C(=O)O)C(=O)O1 (stereo not given) | 4.5 | -2.2 |

Next entries.
molecule	M4 antag	CHRM4 agonist	CHRM5 agonist	CRFR2-BP antag	CHRM1 PAM	CHRM5 PAM	M5 antag	CRFR2-BP ag	M4 PAM
COc1ccc(N2CCN(CCNC(=O)c3ccc4c(c3)[nH]c(=S)n3c5ccccc5nc43)CC2)cc1	10.9	1.3	-5.0	-2.8	4.9	5.2	0.9	-0.1	-5.1
CCOC(=O)C1CCN(c2c(NCc3ccc(C(=O)Nc4ccc(C)cc4)cc3)c(=O)c2=O)CC1	-2.6	0.1	-2.1	12.3	7.7	0.5	9.8	-0.5	5.7
OCC1(Cc2cccc(C(F)(F)F)c2)CCN(Cc2cc3ccccc3o2)CC1	-17.0	7.3	-4.0	-88.8	-3.6	5.5	-9.9	9.4	-5.1
Cc1ccc(NC(=O)COC(=O)C2(CC(=O)NC(C)(C)C)CCCC2)cc1C	2.0	0.6	-1.3	-1.3	3.3	0.2	1.6	-2.5	6.7
CN1CCN(C(=O)c2cc3nc(-c4ccc(F)cc4)cc(C(F)(F)F)n3n2)CC1	-11.7	3.9	-3.3	26.2	2.3	0.6	-6.5	2.0	2.3
CCn1ccc(C(=O)N2CCN(c3ncccn3)CC2)n1	-12.9	1.0	-0.5	1.2	11.2	-0.1	0.2	0.7	9.6
O=C(O)CCc1nc2cc3ccccc3cc2[nH]1	1.8	0.5	0.8	-2.1	9.2	-2.3	5.2	-1.1	-2.4
O=C(CSc1n[nH]c(-c2cccnc2)n1)Nc1ccccc1[N+](=O)[O-]	4.8	1.8	-1.5	5.3	-9.5	-7.0	13.3	-0.3	-6.9
COc1cccc(-c2noc(CCCC(=O)N3CCOCC3)n2)c1	-9.2	2.0	1.7	-0.3	5.7	0.3	4.7	-1.8	21.1

Source: PubChem
